Mot1-301 SUMO – SUMOylation pathway inhibition by Mot1-301 growth rescue | AID 2716 | growth rescue, % at 18.8 µM | S. cerevisiae Mot1-301 growth rescue, ATP luminescence, 38.5C; percent above DMSO median, 100 means doubled | 320,000 tested, 1% active;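 active = every valid replicate shows activation above 250% relative to neutral control wells; inactive = the rest, any valid replicate at or below 250%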;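 note: OY570 slx delta 5 strain wells were the positive control but not used for scaling; some compounds called inactive have numbers as strong as hits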
PKA-R1A activ – activators of PKA-R1A complex. P00514+P68181. PKA-R1A dissociation, Cy5-IP20 fluorescence polarization; scaled: DMSO 0%, 113 µM cGMP 100%. activation, % at 11.4 µM. 340,000 tested, 0.083% active;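 active = percent activation above the mean of all tested compounds plus 3 SD, cut at about 19% in these data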;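 note: higher means more PKAc released from R1A so a rise in polarization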
Tat export inh – inhibitors of E. coli Tat protein transport; E. coli MC4100 TorA-mCherry Tat export, fluorescence; AID 488895; inhibition, % at 10 µM; 340,000 tested, 0.036% active;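 active = mean replicate inhibition at least 50% and at least half of replicates individually reaching 50%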;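 note: exported cargo escapes ClpAP degradation while cytoplasmic cargo is degraded and loses fluorescence; 0% = median of neutral control wells and 100% = median of NaSCN control wells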
PfHsp90 yeast 2 – reduces growth (ATP signal) of yeast expressing P. falciparum Hsp90; AID 504621; 310,000 tested, 0.32% active; S. cerevisiae expressing PfHsp90, BacTiter-Glo ATP, 48 h; yeast lacking PDR1 and PDR3 efflux regulators; inhibition, % at 9.4 µM;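 active = every replicate shows inhibition above about 80%, whatever the replicate mean, limit read from the data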;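 note: 0% = DMSO neutral controls and 100% = 20 µM radicicol positive controls; yeast relying on Plasmodium falciparum Hsp90 in place of its own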
AddAB inh – less growth of phage-infected E. coli with AddAB | inhibition, % at 11.9 µM | 330,000 tested, 0.29% active | E. coli expressing H. pylori AddAB, absorbance growth | AID 435030; in the data active = inhibition above about 12%;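 note: 0% = vehicle wells of infected cells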
OPRM1-OPRD1 inv – inverse agonists of human mu-delta opioid receptor heterodimerization. P35372+P41143. cell-based MOR-DOR heterodimer luminescence, inverse agonism. inhibition, % at 9.3 µM. 340,000 tested, 0.21% active; in the data active = inhibition above about 22%, passing the limit was not always enough;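 note: 0% = cells with DMSO and 100% = wells without cells with DMSO; values of inactives mirror those of a sister screen read the other way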
HTR5A inv ag – counter-screen for OPRM1-OPRD1 inverse agonists: human HTR5A inverse agonism | inhibition, % at 9.3 µM | AID 504634 | 340,000 tested, 0.083% active | P47898 | HTR5A cell line, luminescence; in the data active = inhibition mostly above about 23%, no sharp cut-off; inactive = mostly below about 18%;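 note: 0% = cells with DMSO and 100% = no-cell wells with DMSO; some compounds called inactive have numbers as strong as hits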
Target sequence (P47898 whole entry, looked up): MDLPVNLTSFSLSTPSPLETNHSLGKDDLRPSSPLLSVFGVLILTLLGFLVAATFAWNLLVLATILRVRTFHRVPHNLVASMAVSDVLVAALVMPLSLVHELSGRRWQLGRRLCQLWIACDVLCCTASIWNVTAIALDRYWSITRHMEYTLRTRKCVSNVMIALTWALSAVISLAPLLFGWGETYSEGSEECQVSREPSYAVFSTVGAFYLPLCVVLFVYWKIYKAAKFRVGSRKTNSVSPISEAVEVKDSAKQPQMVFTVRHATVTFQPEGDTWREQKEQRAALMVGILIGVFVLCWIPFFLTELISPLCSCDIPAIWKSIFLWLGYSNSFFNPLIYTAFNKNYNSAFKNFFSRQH
PKA-R2B act – PKA-R2B complex activation; 340,000 tested, 0.079% active; PKA-R2B holoenzyme dissociation, Cy5-IP20 fluorescence polarization; R2B truncated from residue 108, S112A mutant; 0% DMSO only, 100% 113 µM cGMP; P22694+P31323; AID 504700; activation, % at 11.4 µM;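 active = activation above a cutoff set at the mean over all compounds plus 3 SD, cut at about 18% in these data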;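 note: higher means more holoenzyme dissociation and a rise in polarization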
Target sequence (P31323 whole entry, looked up, other chains not shown, the tested form may be a part): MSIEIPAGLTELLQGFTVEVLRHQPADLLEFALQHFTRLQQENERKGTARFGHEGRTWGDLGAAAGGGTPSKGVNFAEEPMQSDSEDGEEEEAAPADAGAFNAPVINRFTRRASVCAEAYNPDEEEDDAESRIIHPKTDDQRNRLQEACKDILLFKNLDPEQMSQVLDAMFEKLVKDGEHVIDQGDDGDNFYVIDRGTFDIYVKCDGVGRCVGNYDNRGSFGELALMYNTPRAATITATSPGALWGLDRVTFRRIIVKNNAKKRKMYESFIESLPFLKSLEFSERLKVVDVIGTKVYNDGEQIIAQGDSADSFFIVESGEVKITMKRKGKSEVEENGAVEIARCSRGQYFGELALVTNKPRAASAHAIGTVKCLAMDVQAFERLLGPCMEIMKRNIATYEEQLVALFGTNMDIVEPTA
MOR-DOR ag – agonists of human mu-delta opioid receptor heterodimerization; cells, OPRM1-OPRD1 heterodimerization, luminescence; P35372+P41143; 340,000 tested, 0.3% active; activation, % at 9.3 µM; in the data active = activation above about 18%;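 note: 0% = vehicle-treated cells and 100% = reference agonist; values of inactives mirror those of a sister screen read the other way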
Ecoli viability – counter-screen for AddAB inhibitors: E. coli growth inhibition | E. coli V3065 growth, OD600 absorbance, 18 h | 330,000 tested, 0.27% active | inhibition, % at 11.9 µM | AID 449728;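 active = inhibition above the campaign's mean inhibition across all tested compounds plus 3 SD, cut at about 9.9% in these data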;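 note: uninfected addAB+ strain grown without phage in ampicillin broth; 0% = DMSO wells and 100% = ciprofloxacin 0.95 µg/ml wells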
phage Ecoli inh – E. coli growth loss with phage present; growth absorbance; inhibition, % at 11.9 µM; 360,000 tested, 0.26% active; AID 651602; in the data active = inhibition above about 11%
Numbers without * were called inactive; · = not tested or not shown. This is a random part of the collection; overall some 2.2% were active at least once.

Order of results: Mot1-301 SUMO	PKA-R1A activ	Tat export inh	PfHsp90 yeast 2	AddAB inh	OPRM1-OPRD1 inv	HTR5A inv ag	PKA-R2B act	MOR-DOR ag	Ecoli viability	phage Ecoli inh
> O=C(COC(=O)C12CC3CC(CC(O)(C3)C1)C2)Nc1ccc(OC(F)F)cc1
  ·	0	-1	-8	·	0	-18	4	-0.1	·	4.6
> Cc1ccc(C)c2c1c1ccccc1n2C
  32	-6	0	-3	1.0	-37	-18	6	7.6	0.0	1.6
> CCOc1ccc(S(=O)(=O)N2CCN(C(=O)c3ccc(-n4cncn4)c([N+](=O)[O-])c3)CC2)cc1
  130	-4	-6	6	2.2	-12	-24	1	1.7	2.5	3.1
> COc1ccc(NC(=O)c2cn(CCC#N)nc2-c2cccs2)cc1
  9	6	-7	-20	4.5	4	13	-8	-0.9	0.4	7.1
> CC(=O)Nc1ccc(S(=O)(=O)N(C)CC(=O)Nc2ccc(Br)cc2F)cc1
  513*	-2	-7	-8	0.5	-1	-4	-17	0.3	0.2	2.1
> CC(OC(=O)/C=C/c1ccccc1)C(=O)Nc1ccc2c(c1)OCCO2 (stereo unspecified)
  0	-2	1	-15	1.5	10	17	-2	-2.3	0.9	-1.1
> CCOc1ccc(-c2nnc(N)o2)cc1
  -5	2	4	-16	0.4	4	19	-1	-0.7	0.1	1.9
> Cc1nn(C)c(Oc2cccc(C(F)(F)F)c2)c1C#N
  5	2	2	5	1.7	2	-2	-3	-0.5	-0.9	2.5
> CC(NC(=O)COC(=O)c1ccc2c(c1)S(=O)(=O)N=C1CCCCCN12)C12CC3CC(CC(C3)C1)C2 (stereo unspecified)
  8	-7	-8	17	3.5	3	-1	-17	-0.5	1.9	2.6
> CCN(CC)S(=O)(=O)c1ccc(OC)c(NC(=O)/C=C/c2ccco2)c1
  7	-11	-2	0	0.9	6	-3	-8	-1.1	0.8	3.3
> CCN(CC)S(=O)(=O)c1ccc(S(=O)(=O)N(CC(=O)Nc2ccccc2)Cc2ccco2)cc1
  10	-3	2	-16	0.3	12	13	-13	-2.1	0.2	-0.1
> CCC(CC)NC(=O)CCCSc1nc2ccccc2[nH]1
  -12	-11	4	15	2.9	-1	-1	1	0.1	0.0	2.8
> CCC1(CC)C(=O)NC(=O)NC1=Nc1ccccc1
  481	-6	3	8	0.2	-6	7	3	0.9	-1.1	2.1
> CCCCc1c(C)nn(-c2nnc3c4ccccc4n(C)c3n2)c1C
  -18	3	-8	6	-2.8	-45	-42	-9	8.2	-3.0	-0.4
> Clc1ccc(CN2C3=NCCCN3c3ccccc32)cc1Cl
  -8	7	-4	14	2.6	12	5	9	-2.4	1.3	2.4
> CCN(CC)S(=O)(=O)c1ccc(OC)c(NC(=O)c2ccc(-n3cncn3)c([N+](=O)[O-])c2)c1
  ·	1	-4	·	2.5	2	-2	-10	-0.5	0.2	1.4
> CN(CCc1ccccn1)C(=O)CCC1CCCN(C(=O)c2cccc(N(C)C)c2)C1 (stereo unspecified)
  17	3	0	-15	-1.5	12	-7	-1	-2.2	-1.6	1.1
> CN(CCc1ccccc1)C(=O)c1cccc(NC(=O)Cc2cccc(NC(=O)C3CCCN(C(=O)CCc4ccccc4)C3)c2)c1 (stereo unspecified)
  ·	-4	6	-1	·	0	-3	5	0.1	·	0.7
> CN(CCc1ccccc1)C(=O)c1ccc(NC(=O)Cc2cccc(NC(=O)C3CCN(C(=O)C4CC4)CC3)c2)cc1
  ·	9	-17	0	·	11	2	6	-2.2	·	1.0
> C=CCC[C@@H](Cc1ccc(F)cc1)C(=O)OC[C@@H]1CCCN1C(=O)[C@@H](CC=C)CC(=O)N[C@@H](CO)Cc1ccccc1
  57	-2	21	-3	-0.9	-55	10	7	9.4	-0.3	0.5
> Cc1nc(-c2ccccc2)cn2c1nc1ccccc12
  -5	5	-8	5	0.7	0	5	8	-0.1	-0.4	3.0
> CN(C)S(=O)(=O)c1ccc(C(=O)Oc2cc(=O)[nH]c3ccccc23)cc1
  465*	2	27	11	1.1	-3	29	-3	0.5	-2.0	3.2
> O=C(Nc1c2c(nn1-c1ccc(F)cc1)CS(=O)C2)c1ccco1 (stereo unspecified)
  1	-1	17	1	0.8	17	-12	-2	-2.5	0.8	-1.4
> N#Cc1c2ccccc2nc2ccccc12
  23	-1	-1	-30	2.8	12	4	-7	-2.5	-1.3	3.1
> O=C(O)c1ccc(CSc2nnc(Cc3ccccc3)o2)cc1
  -20	-7	0	-1	3.5	13	-5	3	-2.4	2.5	0.9
> CC(CC(=O)O)CC(=O)Nc1cc(C(F)(F)F)cc(C(F)(F)F)c1 (stereo unspecified)
  -8	-3	2	19	3.7	14	-15	1	-2.9	1.0	2.8
> COc1ccc(NC(=O)N(C)C[C@H]2Oc3ccc(NC(=O)Nc4c(C)noc4C)cc3C(=O)N([C@H](C)CO)C[C@@H]2C)cc1
  -4	8	-2	-27	2.4	7	-1	8	-1.6	-2.3	4.0
> COc1ccc(CCN2CC(C(=O)N(C)Cc3ccc4nsnc4c3)CCC2=O)cc1 (stereo unspecified)
  5	-3	-1	4	0.3	5	5	-6	-1.4	-0.2	-0.5
> O=C(Cc1ccc(NC(=O)C2CCCN(C(=O)C3CCCCC3)C2)cc1)Nc1cccc(C(=O)N2CCCCC2)c1 (stereo unspecified)
  ·	-2	5	-21	·	12	-5	-5	-2.6	·	-2.5
> COc1ccc(/C=N/Nc2cc(OC)ncn2)cc1
  7	6	-2	17	1.1	8	14	8	-1.5	2.1	3.5

Additional results follow:
structure	Mot1-301 SUMO	PKA-R1A activ	Tat export inh	PfHsp90 yeast 2	AddAB inh	OPRM1-OPRD1 inv	HTR5A inv ag	PKA-R2B act	MOR-DOR ag	Ecoli viability	phage Ecoli inh
Cc1cc(C)n2cc(CSc3nncn3C)nc2n1	116	10	-12	13	1.7	17	-21	-14	-3.5	1.9	3.1
CC(C)CC(NC(=O)OCc1ccccc1)C(=O)NC(Cc1ccccc1)C(=O)CCl (stereo unspecified)	·	-4	-6	10	·	-1	-44	8	0.3	·	3.4
CNC(=S)N1C2CCCC1CC(NC(=O)c1ccc(F)cc1)C2 (stereo unspecified)	-3	0	4	21	-2.1	3	6	-4	-0.5	-2.9	1.7
CCN(CC)C(NC(=O)c1ccccc1)C(=O)c1ccccc1 (stereo unspecified)	-16	0	-12	11	2.4	16	13	-15	-3.8	-1.9	2.8
CCc1c(O)nc(SCc2ccccc2)n(C(C)CC)c1=O (stereo unspecified)	-7	-4	-4	13	1.4	8	1	10	-1.4	0.6	·
O=[N+]([O-])c1cccc(C=NNc2ccc3ccccc3n2)c1O	·	3	-3	137*	·	11	35*	-8	-2.4	·	2.6
O=S(=O)(CS(=O)(=O)c1ccccc1)c1ccccc1	·	-2	0	-26	·	16	-3	-7	-3.4	·	0.9
COc1ccccc1N1CCN(C2CCCN(C(=O)c3ccnc4ccc(C)cc34)C2)CC1 (stereo unspecified)	-28	-9	3	-2	3.3	11	-17	2	-1.9	-1.1	2.8
COc1ccc(-c2cc(C(=O)Nc3c(C)nn(Cc4ccccc4Cl)c3C)no2)cc1	13	-10	-13	-5	1.8	-16	21	-10	2.9	-1.9	1.9
CCC(C(=O)NCCN1CCN(C)CC1)n1c(C)c2cnn(-c3ccccc3)c(=O)c2c1C (stereo unspecified)	0	-10	15	16	3.2	-18	-15	0	3.1	0.3	2.2
Nc1nnc(CCC2CCCCC2)s1	9	-2	-1	·	0.9	-14	9	3	2.4	2.1	1.6
COc1cccc(N(CC(=O)NC2CCCC2)C(=O)Cn2nnc(-c3ccc(C)cc3)n2)c1	13	-9	-2	0	-0.6	8	-33	0	-1.6	2.0	1.0
Cc1ccc(C(=O)OCC(=O)Nc2cc(S(C)(=O)=O)ccc2Cl)cc1S(=O)(=O)N1CCCCC1	19	-9	8	5	1.8	-18	-16	0	3.4	1.0	-1.0
O=C1CCCCCN1CP(=O)(O)CN1CCCCCC1=O	564*	3	-1	-2	-1.8	6	1	7	-1.2	0.1	0.7
CC(CCN1C(Nc2ccccc2)=NC[C@@H]1C)c1ccccc1 (stereo partly specified)	-5	-1	-4	12	1.1	16	3	1	-3.5	2.2	1.4
CCS(=O)(=O)c1ccc2oc(SCC(=O)NCCc3ccccc3)nc2c1	12	-2	-1	-7	0.0	11	0	-12	-2.2	-0.1	1.4
COc1ccc(S(=O)CC(=O)Nc2ccc(Cl)cc2Cl)cc1 (stereo unspecified)	-5	-9	-6	0	1.3	8	-9	1	-1.5	-1.0	2.4

Rewritten with each value named: 4 of the compounds above.
COc1cccc(N(CC(=O)NC2CCCC2)C(=O)Cn2nnc(-c3ccc(C)cc3)n2)c1
  Mot1-301 SUMO: 13	PKA-R1A activ: -9	Tat export inh: -2	PfHsp90 yeast 2: 0	AddAB inh: -0.6	OPRM1-OPRD1 inv: 8	HTR5A inv ag: -33	PKA-R2B act: 0	MOR-DOR ag: -1.6	Ecoli viability: 2.0	phage Ecoli inh: 1.0

O=C1CCCCCN1CP(=O)(O)CN1CCCCCC1=O
  Mot1-301 SUMO: 564*	PKA-R1A activ: 3	Tat export inh: -1	PfHsp90 yeast 2: -2	AddAB inh: -1.8	OPRM1-OPRD1 inv: 6	HTR5A inv ag: 1	PKA-R2B act: 7	MOR-DOR ag: -1.2	Ecoli viability: 0.1	phage Ecoli inh: 0.7

CCS(=O)(=O)c1ccc2oc(SCC(=O)NCCc3ccccc3)nc2c1
  Mot1-301 SUMO: 12	PKA-R1A activ: -2	Tat export inh: -1	PfHsp90 yeast 2: -7	AddAB inh: 0.0	OPRM1-OPRD1 inv: 11	HTR5A inv ag: 0	PKA-R2B act: -12	MOR-DOR ag: -2.2	Ecoli viability: -0.1	phage Ecoli inh: 1.4

Cc1cc(C)n2cc(CSc3nncn3C)nc2n1
  Mot1-301 SUMO: 116	PKA-R1A activ: 10	Tat export inh: -12	PfHsp90 yeast 2: 13	AddAB inh: 1.7	OPRM1-OPRD1 inv: 17	HTR5A inv ag: -21	PKA-R2B act: -14	MOR-DOR ag: -3.5	Ecoli viability: 1.9	phage Ecoli inh: 3.1
